# Screening data from PubChem BioAssay.
# mHTT-CaM PPI inh = mutant huntingtin-calmodulin interaction inhibitors – biochemical, AlphaScreen, primary screen | AlphaScreen His-mHTT/GST-CaM binding, luminescence | inhibition, % at 15 µM | 3.6% of 190,000 active | AID 1671202, 2021;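 also: 0% = both proteins with DMSO and 100% = one protein alone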
# Target sequence (P42858 whole entry, looked up, stated change not applied): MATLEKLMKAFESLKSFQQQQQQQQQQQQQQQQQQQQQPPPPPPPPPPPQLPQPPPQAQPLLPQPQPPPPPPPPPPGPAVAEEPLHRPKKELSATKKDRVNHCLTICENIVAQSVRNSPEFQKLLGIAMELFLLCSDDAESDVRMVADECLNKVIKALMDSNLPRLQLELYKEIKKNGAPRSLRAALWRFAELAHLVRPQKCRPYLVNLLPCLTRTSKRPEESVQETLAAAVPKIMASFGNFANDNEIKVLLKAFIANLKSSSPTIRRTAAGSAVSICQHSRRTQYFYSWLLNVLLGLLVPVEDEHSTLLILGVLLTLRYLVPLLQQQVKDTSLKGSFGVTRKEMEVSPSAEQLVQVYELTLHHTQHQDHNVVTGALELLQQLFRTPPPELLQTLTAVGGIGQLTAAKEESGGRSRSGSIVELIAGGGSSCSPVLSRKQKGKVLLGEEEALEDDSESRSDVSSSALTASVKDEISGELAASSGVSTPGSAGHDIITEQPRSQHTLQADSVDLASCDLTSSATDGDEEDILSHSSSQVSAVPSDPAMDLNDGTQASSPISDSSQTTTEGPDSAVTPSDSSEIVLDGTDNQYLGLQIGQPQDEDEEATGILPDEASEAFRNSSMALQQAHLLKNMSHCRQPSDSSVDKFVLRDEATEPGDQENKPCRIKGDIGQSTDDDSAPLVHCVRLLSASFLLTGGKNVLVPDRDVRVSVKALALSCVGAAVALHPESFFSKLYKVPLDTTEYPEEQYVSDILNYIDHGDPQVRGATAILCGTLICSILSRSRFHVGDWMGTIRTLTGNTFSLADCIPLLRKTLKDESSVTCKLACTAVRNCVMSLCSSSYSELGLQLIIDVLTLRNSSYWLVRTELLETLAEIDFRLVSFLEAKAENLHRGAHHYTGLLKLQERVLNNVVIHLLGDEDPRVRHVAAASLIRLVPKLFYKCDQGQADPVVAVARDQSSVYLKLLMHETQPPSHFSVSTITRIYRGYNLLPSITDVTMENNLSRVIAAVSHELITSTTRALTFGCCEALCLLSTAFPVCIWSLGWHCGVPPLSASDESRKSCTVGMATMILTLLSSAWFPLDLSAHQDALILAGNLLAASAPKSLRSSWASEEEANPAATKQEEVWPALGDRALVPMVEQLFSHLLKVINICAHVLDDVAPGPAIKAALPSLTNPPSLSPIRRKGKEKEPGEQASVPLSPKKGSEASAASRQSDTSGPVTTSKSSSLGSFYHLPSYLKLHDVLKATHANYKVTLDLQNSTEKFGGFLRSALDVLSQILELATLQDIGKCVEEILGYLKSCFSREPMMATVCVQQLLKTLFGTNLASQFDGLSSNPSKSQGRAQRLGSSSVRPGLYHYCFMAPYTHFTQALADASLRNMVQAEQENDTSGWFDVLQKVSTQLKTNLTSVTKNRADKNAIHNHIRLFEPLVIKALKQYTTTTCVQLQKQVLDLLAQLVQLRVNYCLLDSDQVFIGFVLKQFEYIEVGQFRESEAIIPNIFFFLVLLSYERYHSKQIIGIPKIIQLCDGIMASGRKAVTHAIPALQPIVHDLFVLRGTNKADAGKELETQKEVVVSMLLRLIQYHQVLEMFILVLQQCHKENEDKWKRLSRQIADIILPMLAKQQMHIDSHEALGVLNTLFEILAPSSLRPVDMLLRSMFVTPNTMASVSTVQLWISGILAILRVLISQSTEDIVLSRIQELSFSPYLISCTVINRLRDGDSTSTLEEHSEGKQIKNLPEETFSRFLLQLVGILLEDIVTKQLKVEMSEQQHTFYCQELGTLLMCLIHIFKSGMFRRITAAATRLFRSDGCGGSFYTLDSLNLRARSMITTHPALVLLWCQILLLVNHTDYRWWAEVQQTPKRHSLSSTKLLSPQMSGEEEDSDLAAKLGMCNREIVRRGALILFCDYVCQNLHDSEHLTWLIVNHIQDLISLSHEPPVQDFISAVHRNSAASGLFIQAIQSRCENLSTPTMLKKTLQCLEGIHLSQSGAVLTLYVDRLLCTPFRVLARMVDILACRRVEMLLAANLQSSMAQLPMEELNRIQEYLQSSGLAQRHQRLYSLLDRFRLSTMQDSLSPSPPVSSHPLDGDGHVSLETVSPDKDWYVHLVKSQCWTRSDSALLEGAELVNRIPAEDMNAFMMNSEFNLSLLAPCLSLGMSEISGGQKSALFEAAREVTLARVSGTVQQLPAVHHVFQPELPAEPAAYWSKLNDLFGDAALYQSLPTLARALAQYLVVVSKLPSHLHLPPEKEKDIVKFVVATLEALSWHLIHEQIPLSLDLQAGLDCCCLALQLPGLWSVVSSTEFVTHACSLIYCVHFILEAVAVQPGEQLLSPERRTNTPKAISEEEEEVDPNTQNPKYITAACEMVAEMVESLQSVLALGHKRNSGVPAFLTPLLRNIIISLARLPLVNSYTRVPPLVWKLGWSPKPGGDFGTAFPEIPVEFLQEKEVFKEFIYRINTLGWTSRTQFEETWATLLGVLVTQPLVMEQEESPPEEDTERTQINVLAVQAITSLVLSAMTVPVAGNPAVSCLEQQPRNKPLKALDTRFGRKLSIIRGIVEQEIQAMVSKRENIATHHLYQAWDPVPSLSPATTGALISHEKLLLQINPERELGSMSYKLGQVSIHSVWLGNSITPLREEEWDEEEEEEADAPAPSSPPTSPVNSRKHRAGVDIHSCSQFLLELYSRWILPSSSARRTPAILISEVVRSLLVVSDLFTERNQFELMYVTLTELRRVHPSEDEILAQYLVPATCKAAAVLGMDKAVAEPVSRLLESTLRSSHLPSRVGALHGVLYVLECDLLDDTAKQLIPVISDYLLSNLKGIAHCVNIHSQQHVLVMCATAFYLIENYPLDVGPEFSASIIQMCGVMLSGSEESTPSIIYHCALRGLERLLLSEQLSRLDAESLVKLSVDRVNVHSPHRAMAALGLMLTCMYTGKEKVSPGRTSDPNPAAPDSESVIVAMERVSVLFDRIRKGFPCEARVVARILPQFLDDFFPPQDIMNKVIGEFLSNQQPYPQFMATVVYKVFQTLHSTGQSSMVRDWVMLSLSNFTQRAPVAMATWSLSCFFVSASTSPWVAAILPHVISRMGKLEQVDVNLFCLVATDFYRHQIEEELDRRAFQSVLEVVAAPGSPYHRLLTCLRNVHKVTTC
# Pf apPOL block = Pf-apPOL inhibitors, biochemical, fluorescence; Recombinant Pf-apPOL, molecular beacon fluorescence, 1.5 h; inhibition, % at 10 µM; 0.25% of 210,000 active
# An asterisk follows results filed as active; x = no result given; & = joins results of further samples. Rule as the data show it: active = inhibition above about 50%; inactive = the rest. Only part of the results is shown. The share of hits here may be higher or lower than overall.
SMILES | mHTT-CaM PPI inh | Pf apPOL block
CC(C)NC(=O)c1ccc(OCC2CCN(C(=O)c3ccccc3)CC2)cc1 | 7 | -5
Cc1cc(=O)[nH]c(SCC(=O)Nc2cccc(C(F)(F)F)c2)c1C#N | 13 | 2
O=C(CCCn1cnc([N+](=O)[O-])n1)Nc1ccc(Cl)c(Cl)c1 | 0 | -8
Cc1nc(NCCN2CCOCC2)c2sc3nc4c(cc3c2n1)COC(C)(C)C4 | 28&11 | 2&-5
S=c1[nH]nc(-c2ccc(Cl)cc2)n1-c1ccccc1 | x | 1
CCC(=O)N1CCCC(c2ccnc(Nc3ccc(OC)cc3)n2)C1 (stereo unspecified) | -1 | -7
O=C(O)C1CCCCC1C(=O)Nc1ccc(F)cc1 (stereo unspecified) | -1 | -6
O=C(CCn1cccc(C(F)(F)F)c1=O)NNC(=O)c1cccc(Cl)c1 | x | -9
O=C(CN1C(=O)c2ccccc2C1=O)Nc1nnc(-c2ccc3c(c2)CCCC3)o1 | -16 | 1
O=C1CCC(=O)N1c1ccc(Nc2ccc3c(c2)CCC3)c([N+](=O)[O-])c1 | 74* | -14
CSc1nn(CO)c(=S)s1 | x | -13
Cc1ccc(C2C(C(=O)c3ccco3)=C(O)C(=O)N2CCN(C)C)o1 (stereo unspecified) | -6 | -15
CCOC(=O)C1C(=O)CC(C)(O)C(C(=O)OCC)C1c1ccc(OC)cc1 (stereo unspecified) | -1 | 0
Cc1c(Cl)cccc1NC(=O)CSc1ccc(-c2cccnc2)nn1 | -1 | -5
COc1ccc(N(C(=O)CNC(C)=O)C2(C(=O)Nc3c(C)cccc3C)CCCCC2)cc1 | 3 | -4
Nc1c(C(=O)N2CCOCC2)sc2nc3c(cc12)CCCC3 | -6 | -7
CC1(C(=O)NC2CCCCC2)CCC(=O)N1Cc1ccco1 (stereo unspecified) | -4 | -6
CC(=O)NC(=O)c1cc2ccccc2oc1=Nc1ccc(Cl)cc1 | 5 | 11
CC(=O)Nc1ccc(NC(C)=O)cc1 | -3 | -7
CCOC(=O)C1=C[C@]2(CC)CCCN3CCc4c(n1c1ccccc41)[C@@H]32 | x | -3
CCOc1ccc(/C=C2\N=C(c3ccc(OC)c(Br)c3)OC2=O)cc1 | 4 | 0
CN(C)c1ccc(CCNC(=O)COc2ccc(Cl)cc2Cl)cc1 | 27 | -12
COc1cccc(C(O)CN2CCN(c3cccc(C)c3C)CC2)c1 (stereo unspecified) | -1&-6 | 4&-3
Cc1nn2c([N+](=O)[O-])c(C)[nH][n+]2c1C(=O)Nc1ccc(S(N)(=O)=O)cc1 | -4 | -1
Nc1sc2c(c1-c1nn[nH]n1)CCCC2 | 90* | x
COc1ccc(OC)c(-c2cn3ccn(-c4ccc(F)c(Cl)c4)c(=O)c3n2)c1 | 7 | 4
CSc1sc(-c2ccn(S(=O)(=O)c3ccc(Cl)c(Cl)c3)n2)c2c1C(=O)CC(C)(C)C2 | x | 6
COc1ccc(-n2c(-c3ccccc3)cn3c4c(=O)n(C)c(=O)n(C)c4nc23)cc1 | 0&-1 | -1&5
CCN1C(=O)C(CC(=O)N2CCC(C)CC2)Sc2ncccc21 (stereo unspecified) | -6 | 3
O=C1OC(c2ccccc2)=C/C1=C/c1ccc(Cl)cc1Cl | 2 | 0
O=C(Nc1ccc2c(c1)OCO2)c1cc2nc(-c3ccco3)cc(C(F)(F)Cl)n2n1 | 12 | -10
c1ccc(-c2nc(Cn3ccnc3)no2)cc1 | -9 | 1
Cc1nc(-c2cccc(OCc3cc(F)cc(F)c3)c2)no1 | -31 | -3
Cc1ccc(CN2CCCn3nc(C(=O)NCc4ccc(Cl)cc4)cc3C2=O)cc1 | 9 | 3
COc1ccc(C2=C([N+](=O)[O-])C(=CN3CCCCC3)N=C2)cc1 | x | -5
O=C(C1c2ccccc2CC(=O)N1Cc1ccccc1)N1CCOCC1 (stereo unspecified) | -3 | -1
Cn1c2ccccc2c2nc3ccccc3nc21 | 1 | -4
Cc1cc2[nH]c(C(=O)Nc3cc(F)c(F)c(F)c3)c(CN3CCOCC3)c2s1 | 13 | 17
CC(=O)NCCc1csc(C2CCN(C(=O)C3(c4ccccc4)CC3)CC2)n1 | 1 | -5
Cn1c(SCc2nc3ccccc3[nH]2)nnc1-c1ccc(NC(=O)CCc2ccccc2)cc1 | 0 | -4
CSc1nnc2c(n1)OC(c1ccc(Br)o1)N(C(C)=O)c1ccccc1-2 (stereo unspecified) | 8 | 5
CCc1[nH]nc2c1C(c1cc(OC)c(O)c(OC)c1)C(C#N)=C(N)O2 (stereo unspecified) | 2 | 4
CCCNC(=O)Cn1cnc2sc(C(=O)NCc3ccccn3)c(C)c2c1=O | 3 | 1
Cc1cc(OCC(=O)Nc2ccc(O)c(-c3nc4ccccc4o3)c2)ccc1Cl | 1 | 0
Cc1ccc(CN2C(=O)NC3(CCN(C(=O)Cc4cccc(F)c4)CC3)C2=O)cc1 | 18 | -7
Cc1cc(C)cc(NC(=O)c2ccc(Br)cc2)c1 | 1 | -2
c1cc(-c2cc(N3CCSCC3)n[nH]2)ccn1 | -9 | 0
Cc1cc2ccccc2n1CCNC(=O)c1ccccc1Br | 7 | 7
CCCSc1nnc2c(n1)OC(c1ccco1)Nc1ccc(Br)cc1-2 (stereo unspecified) | 53* | -7
COc1cc(OC)c(OC)cc1/C=C1/N=C(c2ccccc2C)OC1=O | 6 | 7

# Carrying on:
SMILES | mHTT-CaM PPI inh | Pf apPOL block
COc1ccc(Nc2ncnc3c2cnn3-c2ccc(Cl)cc2)cc1OC | 14 | 0
COc1cccc(NC(=O)N2CC(c3nc(Cc4ccccc4)no3)C2)c1OC | 7 | -1
COc1ccc(C2CCN(C(=O)c3ccc4nsnc4c3)C2)cc1 (stereo unspecified) | -9 | -30
CC(=O)N1CCCN(c2nc3c(s2)c(C)nn3-c2cccc(C)c2)CC1 | 21 | 8
Cc1cccc(-c2nc(C3CCN(S(=O)(=O)c4ccc(Cl)s4)CC3)no2)c1 | -6 | -8
COc1ccccc1C1CC(c2cccc(C)c2)=NN1C(=O)CN1CCCCC1 (stereo unspecified) | 45 | -2
CC(C)(C)C(O)CCNC(=O)c1ccc(Br)cc1 (stereo unspecified) | -10 | -3
O=S(=O)(c1cc(Cl)cc(Cl)c1)N1CCN(S(=O)(=O)c2cccc(C(F)(F)F)c2)CC1 | x | 8&-3
COc1ccc(CNC(=O)CC(C)C)cc1 | -4 | 5
O=C(Nc1cccc(Br)c1)C1CCN(c2cc(N3CCCC3)ncn2)CC1 | 41 | -10
COc1ccc(-c2nnc(-c3cccs3)o2)cc1OC | 2 | 4
Cc1cccc(NC(=O)C2CCN(c3ccc(F)c(F)c3)C2=O)c1 (stereo unspecified) | -2 | 2
O=C(CN1C(=O)NC2(CCCCC2)C1=O)Nc1ccccc1 | -4 | -3
COc1cc2c(-c3cc4cccc(OC)c4o3)cc(=O)oc2cc1C | -7 | 2
CC(=O)Nc1ccc(N2C(=O)CSC2c2ccc(OC(F)F)cc2)cc1 (stereo unspecified) | 0 | -7
Cc1cc(C)cc(-n2ccnc(NC(=O)c3ccncc3)c2=O)c1 | 7 | -1
COc1ccc(CCN2CC(C(=O)N3CCN(C4CCCC4)CC3)CC2=O)cc1OC (stereo unspecified) | -5 | -4
Cc1ccc2occ(CN3CCN(c4ccccc4)CC3)c(=O)c2c1 | 2 | -1
O=C(Nc1cccc(-c2cn3cccnc3n2)c1)c1c(F)cccc1F | 10 | -5
COc1ccc(C2/C=C\CN(CC(C)C)CC(=O)N2Cc2cccc(F)c2)cc1 (stereo unspecified) | 20 | -3
COc1ccc(CN2CCN(S(=O)(=O)c3cc([N+](=O)[O-])ccc3C)CC2)c(OC)c1OC | 26 | -9
O=C1OC(/C=C/c2cccc(Cl)c2Cl)=NC/1=C\c1cccs1 | 8 | 10
NCCCc1nc2ccc(F)cc2[nH]1 | -5 | x
Cc1ccccc1NC(=O)c1ccc(C)c(S(=O)(=O)Nc2cccnc2)c1 | -1 | -6
Cn1c(C(=O)N2CCCC2)cc2c1CCN(Cc1ccccc1)C2 | 19 | -2
CC(C)c1c(C2CCN(C(=O)c3ccc(F)c(F)c3)CC2)noc1N | -3 | -1
Cc1cc(CN2CCC(CNC(=O)CSCc3ccccc3)CC2)c(C)o1 | 5 | 2
Cc1ccc(N2C(=O)C3C4c5ccccc5C(C(=O)O)(c5ccccc54)C3C2=O)cc1Cl (stereo unspecified) | 3 | 4
COCCNC(=O)NC1(c2nc(-c3cnccn3)no2)CCCCC1 | -8 | 6
Cc1c(NC(=O)c2ncn[nH]2)cccc1-c1nc2ccccc2s1 | 51* | -8
Cc1cc(Cl)ccc1OCC(=O)NCCc1nc2ccccc2[nH]1 | 19 | 3
Cc1ccc(CN2CCCn3nc(C(=O)NCCN4CCCCC4)cc3C2=O)cc1 | -4 | -4
Cn1c(=N)n(CCOc2ccc(Cl)cc2Cl)c2ccccc21 | 29 | -8
CC(C)C(NC(=O)C1CCN(c2ccc(N3CCCCC3)nn2)CC1)c1cccs1 (stereo unspecified) | 1 | -8
CCc1ccc(NC(=O)C2CCN(S(=O)(=O)c3ccc(Br)s3)CC2)cc1 | 2 | -13
Cc1ccc(S(=O)(=O)N(CCC#N)Cc2cccnc2)cc1 | x | 4
COC(=O)c1cccc(CN2C(=O)SC(=Cc3ccc(O)c(OC)c3)C2=O)c1 | 24 | -8
CCC(=O)NC(N)=Nc1nc(C)c2cc(C)ccc2n1 | -1 | -2
CN(C)c1cccc(C(=O)N2CCC(CCOCc3ccc(F)cc3)CC2)c1 | 60* | -5
CS(=O)(=O)N1CCC(CNC(=O)Nc2ccc3c(c2)OCO3)CC1 | -4 | -5
CC(C)c1cc(C(=O)N2CCCC2)nc2ccnn12 | -10 | 1
CC(=O)NC1=NN(C(C)=O)C(C)(c2ccc(-c3ccccc3)cc2)S1 (stereo unspecified) | 51* | -5
CCCCN1CC(COCc2ccccc2)Oc2cccc(Sc3ccc(OC)c(OC)c3)c2S1(=O)=O (stereo unspecified) | 15 | 0
Cc1ccnc(NC=C2C(=O)OC3(CCCCC3)OC2=O)c1 | -5 | -6
CC(=O)c1cccc(NC(=O)CN2C(=O)NC3(CCC(C(C)(C)C)CC3)C2=O)c1 (stereo unspecified) | 14 | -2
COc1cc(OC)c(OC)cc1/C=C1\SC(N2CCCCC2)=NC1=O | 8 | 8
O=C(NCc1csc(-c2cccs2)n1)C1=Cc2ccccc2OC1 | x | 2
O=C(Nc1cccc(Cl)c1F)N1CCc2nc[nH]c2C1 | -6 | -3
COc1ccc(CNC(=O)C2CCCN(c3nc4nc[nH]c(=O)c4s3)C2)cc1 (stereo unspecified) | 0 | -3
CC1CCCN(C(=O)c2ccc([N+](=O)[O-])o2)C1 (stereo unspecified) | -7 | -6

# The results go on.
SMILES | mHTT-CaM PPI inh | Pf apPOL block
COc1ccc(OC)c(N=c2oc3c(C)ncc(CO)c3cc2C(N)=O)c1 | 5 | 0
Cc1ccc(-n2nnc(C(=O)NC3CC3)c2-c2cccnc2)cc1 | -2 | -2
COc1ccccc1-n1c(SCC(=O)NCc2ccco2)nc2c(c1=O)SCC2 | -3 | -2
Cc1ccc2c(c1)NC(=O)C(C(=O)NCc1ccc(F)cc1)O2 (stereo unspecified) | -7 | -2
COc1ccccc1C(=O)NC(C)c1nc2ccccc2n1Cc1ccccc1F (stereo unspecified) | 55* | -1
CC(C)C(NC1=C(Cl)C(=O)c2ccccc2C1=O)C(=O)O (stereo unspecified) | 22 | -1
CCCn1c(C2CCN(C(=O)Nc3cc(Cl)ccc3C)C2)nc2cccnc21 (stereo unspecified) | -1 | -8
Cc1cccc(NC(=O)CN2CCC3(CC2)N=C(c2cccc(F)c2)C(=O)N3)c1 | 8 | 5
CCC(C)NC(=O)c1ccc(C)nc1C1CCN(C(=O)c2ccccc2Cl)CC1 (stereo unspecified) | 18 | 1
O=C(Nc1ccccc1F)N1CCC(c2cnn(-c3ccccc3)c2)CC1 | -20 | -2
O=C(CCc1ccccc1)Nc1ccc(C(=O)O)cc1NC(=O)CCc1ccccc1 | 6 | -7
Cc1ccccc1-c1nc(C2CCN(C(=O)Cc3ccc(Cl)cc3)CC2)no1 | 5 | -2
CCOc1ccc2nc(NC(=O)c3cc(=O)c(OCc4ccccc4)cn3C)sc2c1 | -10 | -6

# Molecules shown so far with an NH in an aromatic ring, in the order listed:
SMILES | mHTT-CaM PPI inh | Pf apPOL block
Cc1cc(=O)[nH]c(SCC(=O)Nc2cccc(C(F)(F)F)c2)c1C#N | 13 | 2
S=c1[nH]nc(-c2ccc(Cl)cc2)n1-c1ccccc1 | x | 1
Cc1nn2c([N+](=O)[O-])c(C)[nH][n+]2c1C(=O)Nc1ccc(S(N)(=O)=O)cc1 | -4 | -1
Nc1sc2c(c1-c1nn[nH]n1)CCCC2 | 90* | x
Cc1cc2[nH]c(C(=O)Nc3cc(F)c(F)c(F)c3)c(CN3CCOCC3)c2s1 | 13 | 17
Cn1c(SCc2nc3ccccc3[nH]2)nnc1-c1ccc(NC(=O)CCc2ccccc2)cc1 | 0 | -4
CCc1[nH]nc2c1C(c1cc(OC)c(O)c(OC)c1)C(C#N)=C(N)O2 (stereo unspecified) | 2 | 4
c1cc(-c2cc(N3CCSCC3)n[nH]2)ccn1 | -9 | 0
NCCCc1nc2ccc(F)cc2[nH]1 | -5 | x
Cc1c(NC(=O)c2ncn[nH]2)cccc1-c1nc2ccccc2s1 | 51* | -8
Cc1cc(Cl)ccc1OCC(=O)NCCc1nc2ccccc2[nH]1 | 19 | 3
O=C(Nc1cccc(Cl)c1F)N1CCc2nc[nH]c2C1 | -6 | -3
COc1ccc(CNC(=O)C2CCCN(c3nc4nc[nH]c(=O)c4s3)C2)cc1 (stereo unspecified) | 0 | -3
